# Compound activity as filed in PubChem.
# KDM5B inh – KDM5B demethylase inhibition; 2.6% of 220,000 active; KDM5B demethylase, FDH-coupled NADH fluorescence (FDH is formaldehyde dehydrogenase); Q9UGL1; Potency, µM (series often up to 57.7 µM), for inactives: at the top dose activity change, negative = inhibition, actives largely listed as inhibitors; active = well fitted inhibition curve with a large enough effect; inconclusive = small, poorly fitted or top-dose-only effect; inactive = no such curve, though single readings can be large or run the other way; note: 0% is about no effect; nearly all actives have a fitted effect of over 70% in size
# Target sequence (Q9UGL1 whole entry, looked up): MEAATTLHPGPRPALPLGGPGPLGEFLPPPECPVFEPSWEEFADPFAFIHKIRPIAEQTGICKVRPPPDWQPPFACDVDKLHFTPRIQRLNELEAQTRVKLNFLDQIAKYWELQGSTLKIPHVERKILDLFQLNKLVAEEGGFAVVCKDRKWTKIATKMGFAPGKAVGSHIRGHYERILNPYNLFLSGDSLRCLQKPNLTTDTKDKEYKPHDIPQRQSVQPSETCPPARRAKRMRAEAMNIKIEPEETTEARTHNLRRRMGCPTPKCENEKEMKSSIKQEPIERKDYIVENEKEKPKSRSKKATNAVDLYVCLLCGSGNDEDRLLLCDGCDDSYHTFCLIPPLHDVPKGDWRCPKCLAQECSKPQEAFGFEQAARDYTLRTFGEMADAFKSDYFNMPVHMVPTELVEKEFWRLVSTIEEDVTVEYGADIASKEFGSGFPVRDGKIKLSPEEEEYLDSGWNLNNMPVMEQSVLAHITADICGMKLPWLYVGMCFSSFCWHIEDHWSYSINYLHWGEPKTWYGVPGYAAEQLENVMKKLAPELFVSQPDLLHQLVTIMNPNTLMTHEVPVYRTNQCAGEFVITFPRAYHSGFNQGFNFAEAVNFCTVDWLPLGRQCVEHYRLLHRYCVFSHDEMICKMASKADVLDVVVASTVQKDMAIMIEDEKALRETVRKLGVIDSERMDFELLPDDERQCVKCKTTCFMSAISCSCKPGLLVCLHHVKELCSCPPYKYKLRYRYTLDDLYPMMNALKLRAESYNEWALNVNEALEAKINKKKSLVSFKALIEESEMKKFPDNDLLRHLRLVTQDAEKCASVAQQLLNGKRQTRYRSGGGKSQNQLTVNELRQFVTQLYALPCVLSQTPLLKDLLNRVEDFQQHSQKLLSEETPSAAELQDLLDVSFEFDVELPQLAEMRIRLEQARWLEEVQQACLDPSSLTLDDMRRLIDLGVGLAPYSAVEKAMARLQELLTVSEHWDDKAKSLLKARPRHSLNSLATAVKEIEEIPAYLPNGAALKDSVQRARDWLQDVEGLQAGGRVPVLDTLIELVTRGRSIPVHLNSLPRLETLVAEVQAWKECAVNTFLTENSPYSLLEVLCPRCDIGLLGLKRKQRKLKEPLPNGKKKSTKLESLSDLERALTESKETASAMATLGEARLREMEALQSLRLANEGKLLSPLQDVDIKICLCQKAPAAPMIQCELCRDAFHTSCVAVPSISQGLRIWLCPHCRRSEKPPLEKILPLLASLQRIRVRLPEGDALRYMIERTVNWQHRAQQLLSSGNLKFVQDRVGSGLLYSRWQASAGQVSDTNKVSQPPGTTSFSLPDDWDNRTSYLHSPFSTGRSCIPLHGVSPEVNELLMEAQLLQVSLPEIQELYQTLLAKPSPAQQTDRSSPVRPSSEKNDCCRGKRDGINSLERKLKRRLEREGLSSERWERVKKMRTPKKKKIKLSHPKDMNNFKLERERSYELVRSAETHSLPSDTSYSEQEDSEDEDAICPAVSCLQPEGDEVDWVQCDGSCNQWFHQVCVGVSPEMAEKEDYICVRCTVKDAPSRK
#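 KDM5BΔAP (200 nM final) in 50 mM HEPES pH 7.5, 0.01% Tween-20 was preincubated 10 min at RT with compound over a concentration range. Substrate mix (H3K4me3 12.5 µM, α-KG 25 µM, Fe²⁺, ascorbate, NAD⁺, FDH) was added, and NADH fluorescence change over 30 min gave dose-response curves.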
# Active calls of the source: *; i = inactive; ? = inconclusive; [ ] = remark or other dose. Potency is the fitted concentration of half-maximal effect. A portion of the library; the hit share may differ from the screen's.
entry	mol	KDM5B inh
1	Cc1noc(C)c1-c1cc2cc(CN(C)C)oc2c(NCc2ccccc2)n1	-18.1%[86.2 µM]
2	Cn1c(=O)[nH]c(=O)c2c1nc(N1CCN(Cc3ccccc3Cl)CC1)n2Cc1ccccc1F	-16.4%
3	C/C(=C\c1ccccc1)CN1CCC2(Cc3ccccc3CNC2=O)C1 (stereo not drawn)	9.1%[149 µM]
4	O=C(NCCOc1ccccc1)c1ccc2ccccc2n1	7.1%
5	Cc1nc(CN2C(=O)OC3(CCN(C(=O)Cc4ccc5c(c4)OCO5)CC3)C2(C)c2ccccc2)cs1 (stereo not drawn)	-7.1%
6	Cc1ccccc1CN1C(=O)c2ccccc2Sc2ccc(C(=O)N3CCCC3)cc21	-15.8%
7	Cc1cc(C(=O)N2C[C@@H](COCC3CC3)[C@H](c3ccccn3)C2)c(C)o1	-4.7%
8	CCCNc1c(NC(=O)Nc2ccc(F)cc2F)c(=O)oc2ccccc12	10.3%
9	COc1ccc(Nc2cc(C)nc3nc(-c4ccccc4)nn23)cc1	3.8%
10	COc1ccccc1CCC(=O)N(C)C1CCc2nn(CC3CC3)c(=O)n2CC1 (stereo not drawn)	0.8%
11	O=[N+]([O-])c1ccc(SCCO)nc1SCCO	20.5%
12	C=CCN(Cc1nc(-c2ccccc2)no1)C(=O)c1cccc(OC)c1OC	23.4%
13	CN(CC(=O)Nc1cccc(F)c1)CC(=O)N(C)C1(C#N)CCCCC1	-3.6%
14	COc1ccc(NC(=O)c2ccc(-c3ccc(S(=O)(=O)N4CCCC4)cc3)cc2)cc1Cl	-2.0%
15	O=C(NCCN1CCOCC1)c1ccc(CSCc2cccc(Cl)c2)o1	34.1%
16	CCc1ccc(NC(=O)CN(Cc2ccccc2)S(=O)(=O)c2ccc3nc(C)sc3c2)cc1	-11.3%
17	Cc1nc(-c2ccc(S(=O)(=O)Nc3ccc(OC(F)(F)F)cc3)cc2)co1	6.3%
18	Cc1noc(-c2cccc(OC3CN(S(=O)(=O)c4c(C)nn(C)c4C)C3)c2)n1	-22.0%
19	O=C(NCCc1cccc(Cl)c1)Nc1ccc(Cl)cc1F	11.6%
20	Cc1nc2nc(N)nc(OCc3ccccc3)c2nc1C	?
21	N#Cc1ccc(CN2CCc3nc(C(=O)N4CCOCC4)oc3CC2)cc1	?
22	CC(C)NC(=O)Cc1ccc(-n2c(=O)c3ccccc3n(Cc3ccccc3)c2=O)cc1	-5.7%
23	COc1ccc(-c2cnc3[nH]cc(CC(=O)N4CCNC(=O)C4)c3c2)cc1	35.5µM*
24	CCOC(=O)C[C@@H]1C[C@@H](C(C)C)[C@H](CNC(=O)c2ccc(C#N)cc2)C=C1C	-2.1%[86.2 µM]
25	CN(C)C(=O)C[n+]1ccc(C(N)=O)cc1	-3.6%
26	O=C1CO[C@H]2CN(c3ncccn3)C[C@H]2N1CC1CCCCC1	35.5µM*
27	Cc1ccccc1CN1CCC2(C1)C(=O)N(C)C(=O)N2C (stereo not drawn)	-10.2%
28	COc1ccc(Cn2c(=O)c3oc4ccccc4c3n(Cc3cccc(F)c3)c2=O)cc1	?
29	O=C(COC(=O)c1cc(=O)c2ccccc2o1)Nc1ccc(Cl)cc1	5.7%
30	CN(C)S(=O)(=O)c1ccc(-c2nc(C#N)c(NCc3ccc(F)cc3)o2)cc1	?
31	O=C(NC[C@H]1O[C@H](Cc2cc(COc3ccccc3)on2)CC[C@@H]1O)c1ccccc1	?
32	Cc1ccccc1-c1cn(C)c(=O)n2cc(CNc3ccccc3)nc12	0.9%[86.2 µM]
33	COc1cccc([S+](=O)([O-])N2CCCC3(CC(C(C)C)=NO3)C2)c1 (stereo not drawn)	?
34	O=C(CCCSc1nc2ccccc2s1)Nc1ccc(F)cc1	17.6%
35	O=C1COc2cc(C(=O)NCC3CCOc4ccccc4C3)ccc2N1 (stereo not drawn)	20.4%
36	CCCOC(=O)Nc1ccc(S(=O)(=O)Nc2ncccn2)cc1	4.6%
37	CN1C(=O)CS(=O)C12CCNCC2 (stereo not drawn)	8.4%
38	O=c1c2nncn2c2cccnc2n1CCNc1ncc(C(F)(F)F)cc1Cl	5.2%
39	CC(=O)c1cccc(N(C(=O)CNC(=O)c2ccco2)C(C(=O)NCC2CCCO2)c2ccccc2)c1 (stereo not drawn)	-0.3%
40	CC(=O)NCCNC(=O)CSc1nc(C2CC2)nc2ccccc12	-13.6%
41	COc1ccc(NC(=O)N(Cc2cc3cc(C)ccc3[nH]c2=O)CC2CCCO2)cc1 (stereo not drawn)	-24.1%
42	CCc1noc(-c2ccn3c(CNC(=O)c4c(F)cccc4F)nnc3c2)n1	i
43	CNC(=S)NNC(=O)C(Sc1ccccc1)c1ccccc1 (stereo not drawn)	8.4%
44	Cc1c(C(=O)OCCOc2c(Cl)cc(Cl)cc2Cl)sc(=S)n1C	1.5%
45	COCC1CN(Cc2cc(F)cc(Br)c2)CC12CCNCC2 (stereo not drawn)	-26.2%
46	COCCCNC(=O)c1cc(-c2ccncc2)nc2ccc(S(=O)(=O)N3CCOCC3)cc12	-8.8%
47	O=C(Nc1ccc(-c2nnc3n2CCCC3)cc1)c1ccc2ccccc2n1	?
48	COC(=O)c1ccc(COC(=O)Cc2ccc(Cl)cc2Cl)cc1	-33.5%
49	COc1ccc(C)cc1NC(=O)C1CCCN(S(=O)(=O)c2ccc3c(c2)CCCN3C(C)=O)C1 (stereo not drawn)	12.9%
50	N#Cc1c(N2CCN(C(=O)C(=O)NCCc3ccccc3)CC2)nc(-c2ccco2)c2c1CCCC2	?
51	CSc1ccccc1C(=O)NC(C)(C)C	3.4%
52	CCc1ccccc1NS(=O)(=O)c1cc(Br)cc2c1N(C(=O)C1CC1)CC2	?
53	O=C(Nc1cc(=O)[nH]c2nc(C(F)(F)F)nn12)c1ccccc1Cl	-0.3%
54	COCCCNC(=O)c1cn(CC(C)C)c(=O)c2c1c1ccccc1n2C	?
55	Cc1ccc(OC(C)C(=O)N2CCN(Cc3nc(N)c4ccccc4n3)CC2)cc1 (stereo not drawn)	-6.8%
56	CCNC(=O)CN(CC)C(=O)c1cc2ccccc2oc1=O	-16.5%
57	O=C(Cc1cccc(Cl)c1)N1CCC(n2cc(-c3nc(-c4ccccc4)no3)nn2)C1 (stereo not drawn)	-29.4%
58	O=C(Nc1cccnc1)c1ccc(SC(F)(F)F)cc1	0.1%
59	CCN(CC)S(=O)(=O)c1ccc(NN=C2CCN(C(C)C)CC2)c([N+](=O)[O-])c1	19.9%
60	C/C(=N\OCC(=O)OC(C)C(=O)Nc1ccc(C)c(S(=O)(=O)N2CCOCC2)c1)c1ccc2c(c1)OCO2 (stereo not drawn)	-17.1%

# The list goes on.
entry	mol	KDM5B inh
61	CSCC(=O)N1CC[C@H](NC(=O)Nc2cccc(SC)c2)[C@H]1C(=O)N[C@@H](Cc1cccs1)C(N)=O	6.6%
62	CCc1csc(CNC(=O)C(CC)n2cc(C(C)=O)c3ccccc32)n1 (stereo not drawn)	19.7%
63	COc1cccc(NC(=O)N[C@H]2CCN(C(=O)c3cccn3C)[C@@H]2C(=O)N[C@H](Cc2ccccc2)C(N)=O)c1	6.0%
64	O=C(CSc1nnc2ccc(-c3ccncc3)nn12)N1CCCc2ccccc21	11.6%
65	CN(Cc1ccncn1)C(=O)C1C2C(=O)N(CCc3ccncc3)C[C@@]23C=C[C@@H]1O3 (stereo partly drawn)	20.6%
66	COc1cccc2c1OC1(CCN(C(C)=O)CC1)N1N=C(c3ccccc3OC(F)F)CC21 (stereo not drawn)	6.9%
67	CCn1nc(C)c2c(-c3ccccc3)cc(=O)n(C(C)C(=O)NCCc3ccc(OC)c(OC)c3)c21 (stereo not drawn)	?
68	O=C(COc1ccc2ccccc2c1)Nc1nc2n(n1)C(c1ccc(Cl)cc1)CC(=O)N2 (stereo not drawn)	1.0%
69	Cc1ccc(CNC(=O)c2c(-c3ccccc3Cl)noc2C)cc1	2.8%
70	O=C(Nc1ccccc1)C(c1ccccc1)N1CCN(C(=O)C2CC2)CC1 (stereo not drawn)	-0.6%
71	N#Cc1cccc(C(=O)Oc2ccccc2C(F)(F)F)c1	14.3%
72	Cc1ccc(S(=O)(=O)CCC(=O)Nc2ccc(OC(F)(F)F)cc2)cc1	-6.8%
73	Cc1nc2c(C(=O)NCCc3ccccc3)cnn2c(C)c1Cc1c(F)cccc1Cl	-5.0%
74	Cc1cc(C)cc(OCC(=O)NC(Cc2c[nH]c3ccccc23)C(=O)O)c1 (stereo not drawn)	-9.2%
75	Cc1cccc(C(=O)N2CC(Oc3ccc(-c4nc(-c5ccccc5)no4)cc3)C2)c1	-44.4%

# Down the list, from the results shown:
# KDM5B inh, compounds 10–14: 0.8%, 20.5%, 23.4%, -3.6%, -2.0%

# (list continues)
entry	mol	KDM5B inh
76	CCN(Cc1ccccc1)C(=O)C1CCN(c2ncnc3c2nc2n3CCCCC2)CC1	-6.9%
77	Cc1ccc(C)c(N2C(=O)N(Cc3c(F)cccc3Cl)c3ccccc3S2(=O)=O)c1	-14.1%
78	Cc1c(CC(=O)NCc2ccc(F)cc2)c(=O)oc2c(C)c(O)ccc12	?
79	O=C1[C@H]2CN(Cc3ccccc3Cl)C[C@H]2C(=O)N1Cc1ccc2c(c1)OCO2	-26.5%
80	COc1ccccc1CNC(=O)C1CCCN(c2nn3cc(-c4ccc(F)cc4)nc3s2)C1 (stereo not drawn)	-6.2%
81	COc1ccc(C2c3c(-c4ccccc4)n[nH]c3C(=O)N2c2ccc(C(=O)O)cc2)c(OC)c1 (stereo not drawn)	8.8%
82	CNc1nnc(SCc2cc(C#N)ccc2F)s1	-0.8%
83	Cc1ccc(Cn2cc(COC(=O)Nc3ccc(F)cc3)nn2)cc1	13.1%
84	COc1ccc(CN(C)c2ccc(-c3nc(-c4ccccc4)no3)cc2[N+](=O)[O-])cc1	3.9%
85	O=c1c2sc3ccccc3c2n(Cc2cccc(C(F)(F)F)c2)c(=O)n1Cc1ccco1	?
86	COc1cccc(C(=O)Nc2nc3nc(-c4ccccc4)cc(=O)n3[nH]2)c1	?
87	CC1=C[C@@H](CNC(=O)COc2ccccc2)[C@H](C(C)C)C[C@H]1CC(=O)NCc1ccccn1	17.2%
88	CCOC(=O)COc1ccc2c(=O)c(-c3ccccc3)c(C)oc2c1	4.3%
89	COCCN1C(=O)c2ccccc2C(C(=O)Nc2nc3ccccc3[nH]2)C12CCCCC2 (stereo not drawn)	-21.4%
90	Cc1ccc(NC(=O)Nc2ccc(C)n(CC(=O)NCC(C)C)c2=O)cc1	?
91	CC(C)Cn1cnc2c1c(=O)n(CC(=O)NC1CCCCCC1)c(=O)n2Cc1ccccc1	16.4%
92	Clc1cccc(Nc2cnc3ccc(N4CCOCC4)nn23)c1	31.6µM*
93	CCc1nnsc1C(=O)N(C)CCOc1ccc(C)cc1	-5.3%
94	CCc1ccc2oc(-c3cccc(NC(=O)c4cc5ccccc5o4)c3)nc2c1	-23.8%[11.5 µM]
95	COc1ccc(-c2cn3c(n2)sc2cc(C(=O)Nc4cccc(SC)c4)ccc23)cc1	?
96	Cc1ccc(C(=O)N2CCN(C(c3ccc(F)cc3)c3ccc(F)cc3)CC2)o1	0.0%
97	Cc1ccccc1C(=O)N1CCc2nc(C(C)C)nc(-c3ccc(O)cc3)c2C1	11.4%
98	O=C(Nc1ccc2oc(-c3cccnc3)nc2c1)c1ccccc1I	?
99	CN1CCC(Cn2ccc3c(N4CCOCC4)nc(-c4cccc5[nH]ncc45)cc32)CC1	i
100	COc1ccc(C)cc1CN(C)C(=O)NCc1ccc(S(=O)(=O)N2CCCCC2)cc1	20.7%
101	O=C(c1c[nH]c2ncccc12)N1CCC(Cc2ccccc2)CC1	-22.5%[86.2 µM]
102	COc1ccccc1C(=O)NC1(C(F)(F)F)C(=O)Nc2c1c(=O)[nH]c(=O)n2-c1ccccc1 (stereo not drawn)	-25.4%
103	COC(=O)/C(C#N)=C\c1cccc(Oc2ccc(Cl)cc2)c1	-18.2%
104	NCCCN1C(=O)CC[C@H]2CN(C(=O)c3coc4ccccc34)CC[C@H]21	18.4%
105	O=C(O)/C=C/c1nccs1	-3.2%

# The closing 4 compounds of the section before lead into the next:
entry	mol	KDM5B inh
102	COc1ccccc1C(=O)NC1(C(F)(F)F)C(=O)Nc2c1c(=O)[nH]c(=O)n2-c1ccccc1 (stereo not drawn)	-25.4%
103	COC(=O)/C(C#N)=C\c1cccc(Oc2ccc(Cl)cc2)c1	-18.2%
104	NCCCN1C(=O)CC[C@H]2CN(C(=O)c3coc4ccccc34)CC[C@H]21	18.4%
105	O=C(O)/C=C/c1nccs1	-3.2%
106	CCCS(=O)(=O)c1nc(S(=O)(=O)c2ccc(C)cc2)c(NCc2ccccc2)s1	?
107	Cc1ccsc1CN1CCC(Oc2ccccc2-c2nc(-c3ccncc3)no2)C1 (stereo not drawn)	?
108	CCOC(=O)Cn1c(=O)n(CC2CCCO2)c2nc(-c3ccccc3Cl)nc(C(N)=O)c21 (stereo not drawn)	?
109	N#CC1c2ccccc2C=CN1C(=O)c1ccccc1 (stereo not drawn)	20.9%
110	Cc1ccc(-c2ocnc2C(=O)NCCc2cccc(C)c2)cc1	0.0%
111	Cc1c(CC(=O)O)c(=O)oc2c(C)c(OC(C)C(=O)O)ccc12 (stereo not drawn)	i
112	CC(=O)N[C@@H]1CCC[C@@H](C(=O)NC2CCOCC2)CC(=O)N(C)C1	-14.8%[86.2 µM]
113	CC(C)c1noc(-c2cn(C3CCN(C(=O)c4cc(Cl)ccc4F)C3)nn2)n1 (stereo not drawn)	-11.0%
114	O=C(CN1CCN(C(=O)CCNS(=O)(=O)c2ccc3ccccc3c2)CC1)Nc1cccc(F)c1	-9.0%
115	O=C(CCC1CCN(C(=O)c2ccccc2)CC1)Nc1cccnc1	8.6%
